Source: PubChem (Sanford-Burnham Center for Chemical Genomics)
tim23-1 inh = growth inhibitors of tim23-1 mutant yeast, primary screen, luminescence, uHTS; S. cerevisiae tim23-1 growth, BacTiter-Glo luminescence, 24 h; inhibition, % at 20 µM; hit rate 1.3% among 330,000; AID 463212, 2010;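 active = growth inhibition of the mutant yeast at or above 50%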;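 also: temperature-sensitive mutant grown at 25 °C; plate controls were DMSO-treated mutant yeast for no effect and medium wells lacking yeast for full effect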
CXCR6 block = CXCR6 receptor inhibitors, primary screen, cell-based, beta-arrestin, luminescence, CHO-K1 PathHunter, 1536-well. C-X-C chemokine receptor type 6 (Homo sapiens), O00574. inhibition, % at 20 µM. hit rate 0.36% among 360,000. AID 602244, 2012; in the data active = inhibition above about 34%, passing the limit was not always enough;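 also: antagonist mode with CXCL16 agonist at 10 nM final; 0% = 10 nM CXCL16 with DMSO and 100% = unstimulated wells without agonist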
EBI2 antag = EBI2 receptor antagonists, beta-arrestin recruitment, primary screen, cell-based, luminescence, 7a,25-OHC stimulation, uHTS | inhibition, % at 5 µM | 7a,25-OHC stimulated | hit rate 0.81% among 360,000; in the data active = inhibition above about 38%;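 also: enzyme fragment complementation signal reports receptor beta-arrestin coupling in cells; 0% = agonist plus DMSO wells and 100% = wells without agonist; some results beyond the cut were filed as inactive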
Target sequence (P32249 whole entry, looked up, the tested form may be a part): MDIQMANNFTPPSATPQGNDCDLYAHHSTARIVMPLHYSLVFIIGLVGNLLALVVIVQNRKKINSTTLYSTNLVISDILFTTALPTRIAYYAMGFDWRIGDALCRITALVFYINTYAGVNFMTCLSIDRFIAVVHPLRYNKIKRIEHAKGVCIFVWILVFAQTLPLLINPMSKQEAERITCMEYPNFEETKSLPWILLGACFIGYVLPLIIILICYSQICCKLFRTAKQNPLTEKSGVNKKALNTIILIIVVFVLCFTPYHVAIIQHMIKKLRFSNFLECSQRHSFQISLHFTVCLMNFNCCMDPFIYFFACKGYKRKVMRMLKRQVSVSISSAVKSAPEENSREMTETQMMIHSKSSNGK
APJ antagonist = antagonists of human apelin receptor APJ, primary screen, CHO-K1 cells, beta-arrestin complementation, luminescence; P35414; inhibition, % at 20 µM; hit rate 0.32% among 330,000; AID 2521, 2010;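 active = inhibition above about 40% at 20 µM, limit read from the data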;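 also: cells challenged with 10 nM apelin-13 agonist together with compound; plate controls were apelin-13 plus DMSO wells for no effect and DMSO wells lacking apelin-13 for full effect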
Target sequence (P35414 whole entry, looked up): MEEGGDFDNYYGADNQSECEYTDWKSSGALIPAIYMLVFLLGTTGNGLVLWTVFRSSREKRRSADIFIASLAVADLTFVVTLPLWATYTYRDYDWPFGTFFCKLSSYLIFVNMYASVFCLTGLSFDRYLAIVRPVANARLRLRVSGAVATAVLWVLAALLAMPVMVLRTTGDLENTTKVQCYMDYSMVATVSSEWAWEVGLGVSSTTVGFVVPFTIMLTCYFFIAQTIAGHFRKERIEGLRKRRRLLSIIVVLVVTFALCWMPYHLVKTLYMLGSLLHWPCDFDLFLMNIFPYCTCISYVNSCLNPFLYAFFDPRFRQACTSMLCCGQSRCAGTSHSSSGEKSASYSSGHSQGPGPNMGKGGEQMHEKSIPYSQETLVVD
CCR6 antagonist = CCR6 receptor antagonists, primary screen, cell-based, CHO-K1, luminescence, beta-arrestin, uHTS; C-C chemokine receptor type 6 (Homo sapiens), P51684; CHO-K1 CCR6 PathHunter beta-arrestin, CCL20-stimulated; inhibition, % at 20 µM; hit rate 0.49% among 340,000;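 active = compounds whose inhibition of the agonist-driven luminescence signal at 20 µM reaches about 50%, limit read from the data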;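 also: cells stimulated with CCL20 at 14 nM final; plate controls were DMSO with CCL20 for no effect and DMSO without agonist for full effect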
Mdm2 MdmX PPI = inhibitors of human Mdm2-MdmX association, primary screen, cell-based, luminescence, split luciferase, SaOS-2, uHTS | inhibition, % at 8 µM | SaOS-2 split-luciferase Mdm2/MdmX complementation | hit rate 3% among 330,000 | Protein Mdm4 (Homo sapiens) + E3 ubiquitin-protein ligase Mdm2 (Homo sapiens), …;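 active = inhibition of at least 50% at 8 µM in the primary screen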
APJ agonist = agonists of human apelin receptor APJ, primary screen, CHO-K1 cells, PathHunter beta-arrestin, luminescence. 0% DMSO wells, 100% apelin. activation, % at 20 µM. hit rate 0.11% among 330,000. AID 2520, 2010;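 active = activation more than six SD over the plate average, tested at 20 µM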;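 also: 0% = DMSO alone and 100% = apelin-13 at 10 nM; some results filed as inactive read as strong as hits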
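system = engineered CHO-K1 APJ arrestin reporter cells | input = 1000 cells per well | timing = overnight seeding, 90 min compound at 25 °C, 1 h detection | measured by = enzyme-fragment complementation luminescence | read-out = beta-arrestin recruitment to APJ as agonist activity, luminescent signal | control set = negative DMSO alone, positive Apelin-13 at 10 nM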
UPR XBP1 act = activators of adaptive XBP1 UPR arm, primary screen, cell-based, CHO-XBP1 luciferase reporter, luminescence, uHTS; hit rate 0.33% among 330,000; IRE1-XBP1 UPR activation; percent of tunicamycin response, DMSO as zero; AID 463104, 2010; activation, % at 20 µM;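 active = versus positive control, 20 µM dose yields 30% or more activation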;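 also: 100% = tunicamycin at 10 µg/mL and 0% = DMSO only wells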
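Assay system: CHO-XBP1 luciferase reporter cells; Schedule: 6 h treatment, 37 °C; Detection: glow luminescence from Steady-Glo reagent; Benchmarks: high control tunicamycin 10 µg/mL final, low control DMSO vehicle only.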
CHOP UPR activ = activators of apoptotic CHOP UPR arm, primary screen, cell-based, CHO-CHOP luciferase reporter, luminescence, uHTS; UPR activation; percent of tunicamycin response over DMSO baseline; activation, % at 10 µM; hit rate 0.34% among 330,000; AID 449763, 2010;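 active = at 10 µM dose, activation of 40% or more, normalized to positive control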;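 also: 100% = tunicamycin at 10 µg/mL and 0% = DMSO alone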
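assay system = CHO CHOP reporter cells | amount = 500 CHO-CHOP cells per well | buffer or medium = F12 with 10% FBS | incubation = 16-18 h cell attachment, then 6 h compound exposure, 37 °C | detection = luminescence read with Steady-Glo | read-out = percent activation relative to tunicamycin control | controls = tunicamycin high control, DMSO low control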
* marks the source's active call; other numbers are inactive results. An excerpt; rates above refer to the full screens.

nr	canonical_smiles	CHOP UPR activ	tim23-1 inh	APJ antagonist	Mdm2 MdmX PPI	EBI2 antag	CCR6 antagonist	CXCR6 block	UPR XBP1 act	APJ agonist
1	C=CCOc1ccc(C2C(C#N)=C(N)N(N(C)C)C3=C2C(=O)CCC3)cc1 (stereo not given)	-0.7	8	19	17	-6	5	4	-5	1
2	O=C(Nc1ccc(F)cc1)Nc1ccc([N+](=O)[O-])cn1	2.2	-3	-15	45	-3	3	0	0	-2
3	CC(C)c1nnc(NC(=O)CCC(=O)NC2CC2)s1	-1.8	10	18	-24	5	10	-2	-12	2
4	COC(=O)Cc1ccc(NC(=S)N2CCCC(CO)C2)cc1 (stereo not given)	-1.0	-9	8	-4	-8	2	1	-3	-3
5	O=C(O)CC(NC(=O)OCc1ccccc1)c1ccccc1 (stereo not given)	0.9	6	14	9	4	7	1	-3	-6
6	COC(=O)c1ccc(/C=N/NC(=O)c2ccc3nc[nH]c3c2)cc1	0.2	-10	-1	8	-16	11	1	-2	-5
7	CCOc1ccc(S(=O)(=O)Nc2cccc(C)c2)c2cccnc12	-1.6	22	-9	6	8	13	-1	-1	0
8	CN1C(=O)N(CC(=O)N2CCN(S(=O)(=O)c3ccc(Cl)s3)CC2)C(=O)C12CCCCC2	0.5	6	-52	22	-4	2	0	-1	-1
9	CCN(CC)c1ccc(-c2n[nH]c(=S)n2-c2ccccc2)cc1	1.5	32	-12	41	-2	-2	-8	10	-2
10	CCOP(=O)(OCC)C(NC(=O)c1cccs1)c1ccccc1 (stereo not given)	3.8	8	9	-17	4	10	0	0	-4
11	CN1C(C(=O)Nc2cccc(O)c2)=CC(c2ccco2)=NS1(=O)=O	-1.5	4	7	-1	0	11	1	-1	-1
12	O=C(C[n+]1ccccc1)N/N=C/c1cc(Br)ccc1O	-1.0	18	1	12	-8	-4	6	-1	-1
13	O=C(O)c1cc(S(=O)(=O)Nc2cccc(Oc3ccccc3)c2)ccc1Br	0.7	18	-4	-12	3	10	6	-3	-1
14	CCC1CCCCN1CCCNC(=O)C1CCC(Cn2c(=O)[nH]c3ccccc3c2=O)CC1 (stereo not given)	0.6	2	-1	-29	-1	-11	0	2	0
15	CN(CCO)c1ncnc2c1sc1nc(N3CCOCC3)c3c(c12)CCC3	6.0	29	13	13	4	4	10	5	-4
16	CCOC(=O)C1CCN(C(=O)c2ccc3c(=O)n4c(nc3c2)CCCCC4)CC1	1.0	-10	0	-8	5	-6	-1	0	-4
17	O/N=C1\CCCc2nnc3c(c21)CCCC3	-1.0	11	-11	6	0	3	-4	-1	-6
18	Clc1nc2c(-c3ccccc3)nnn2c2ccccc12	60*	40	5	100*	32	10	23	0	2
19	C#CCOC(=O)/C(=C/C=C/c1ccccc1)NC(=O)c1ccccc1	2.4	33	-11	3	3	23	11	-4	-3
20	Cc1ccc(OCC(=O)Nc2cnn(CCCC(=O)O)c2)c([N+](=O)[O-])c1	-0.1	2	5	34	-10	7	5	-3	-2
21	COc1ccc(NC2c3ncccc3C(=O)N2Cc2ccccc2)c(OC)c1 (stereo not given)	0.2	18	18	-13	-7	-4	2	-1	-2
22	O=C(O)C1=C[C@H](c2ccc(F)cc2)C[C@H](OCc2ccc(CO)cc2)O1	0.8	5	3	11	-13	7	-8	1	-2
23	CCOn1c(SCC)nc2ccccc2c1=O	-0.9	-11	3	-7	0	5	2	1	-3
24	Cc1c(Br)c(C(F)(F)F)nn1CC(=O)NCc1ccco1	-1.3	0	-21	12	2	-11	4	0	-1
25	C[C@H]1CN([C@@H](C)CO)C(=O)c2cccc(NC(=O)Nc3ccc(C(F)(F)F)cc3)c2O[C@@H]1CN(C)S(=O)(=O)c1ccc(Cl)cc1	1.9	30	-1	58*	11	-4	-7	6	0
26	CC[C@@H]1C/C=C\Cc2ccccc2[C@@H](C(=O)C[C@@H](O)CC(C)=O)OC1=O	-1.0	5	1	17	-6	-4	-3	-1	-5
27	O=C(OCc1cc2ccccc2[nH]c1=O)C1CCCO1 (stereo not given)	-1.7	0	4	-18	1	-2	-4	-2	0
28	Cc1c(C(=O)NCCCN2CCCCC2)oc2ccc3c(c12)C(O)CC1(CCCCC1)O3 (stereo not given)	1.1	4	-2	76*	-9	11	5	0	10
29	COc1ccc(/C=N/NC(=O)c2ccccc2OC)cc1COc1ccccc1[N+](=O)[O-]	0.1	-7	-4	27	1	9	0	-3	-4
30	CCCCN(CCCC)C(=S)NC(=O)c1ccccc1Cl	2.6	44	15	25	6	18	15	-3	-4

In the list so far, three have bromine:
nr	canonical_smiles	CHOP UPR activ	tim23-1 inh	APJ antagonist	Mdm2 MdmX PPI	EBI2 antag	CCR6 antagonist	CXCR6 block	UPR XBP1 act	APJ agonist
12	O=C(C[n+]1ccccc1)N/N=C/c1cc(Br)ccc1O	-1.0	18	1	12	-8	-4	6	-1	-1
13	O=C(O)c1cc(S(=O)(=O)Nc2cccc(Oc3ccccc3)c2)ccc1Br	0.7	18	-4	-12	3	10	6	-3	-1
24	Cc1c(Br)c(C(F)(F)F)nn1CC(=O)NCc1ccco1	-1.3	0	-21	12	2	-11	4	0	-1

Quoted at random: two compounds from above, in no set order.
nr	canonical_smiles	CHOP UPR activ	tim23-1 inh	APJ antagonist	Mdm2 MdmX PPI	EBI2 antag	CCR6 antagonist	CXCR6 block	UPR XBP1 act	APJ agonist
2	O=C(Nc1ccc(F)cc1)Nc1ccc([N+](=O)[O-])cn1	2.2	-3	-15	45	-3	3	0	0	-2
23	CCOn1c(SCC)nc2ccccc2c1=O	-0.9	-11	3	-7	0	5	2	1	-3

Look-ups from the results shown.
no. 8 @ EBI2 antag = -4
no. 28 @ CXCR6 block = 5

The list goes on.
nr	canonical_smiles	CHOP UPR activ	tim23-1 inh	APJ antagonist	Mdm2 MdmX PPI	EBI2 antag	CCR6 antagonist	CXCR6 block	UPR XBP1 act	APJ agonist
31	O=C1CSC(c2ccccn2)N1c1ccc(C(F)(F)F)cc1 (stereo not given)	-0.2	-3	0	-1	8	-2	4	-5	-1
32	CC(c1ccccn1)N(C)C(=O)c1ccc2nc(Cc3cccc(Cl)c3)oc2c1 (stereo not given)	4.7	27	0	-64	15	2	-4	-1	4
33	Cc1cc(C)cc(N(C(=O)c2snc(C(N)=O)c2N)C(C(=O)NCC2CCCO2)c2ccc(C)o2)c1 (stereo not given)	1.6	13	7	-2	13	-1	5	-3	4
34	Cc1cc(NCCO)nc(N2CCOCC2)n1	0.7	6	7	5	-9	-6	-1	0	-1
35	O=C(COC(=O)c1c2c(nc3ccccc13)CCCC2)c1ccc(Br)s1	0.3	20	-14	17	-4	-6	-5	-3	-3
36	O=C1c2cccc3c(N4CCCCC4)ccc(c23)C(=O)N1c1ccc(O)cc1	0.9	22	-1	30	9	18	9	6	-5
37	CC1Cc2ccccc2N1S(=O)(=O)c1cccs1 (stereo not given)	0.0	-11	6	20	5	26	5	-7	-2
38	CN1CCN(c2ccc(NC(=O)c3ccc(Cl)cc3Cl)cc2)CC1	2.5	-14	16	-2	21	-1	5	-1	0
39	CCC(NC(=O)c1ccccc1NC(=O)C(C)(C)C)C(=O)N1CC(C)OC(C)C1 (stereo not given)	0.0	11	-15	10	-10	6	3	-1	1
40	Cc1cccc(NC(=S)N2CCC(NC(=O)c3cccc(F)c3)CC2)c1	-2.0	9	-23	-16	-2	8	1	-3	-5
41	O=C(NC(=S)Nc1ccc2[nH]c(=O)[nH]c2c1)c1ccccc1Cl	0.1	-13	9	21	-14	10	1	-1	-3
42	COc1ccc(CC(=O)NCc2nnc(SCC(=O)Nc3ncc(C)s3)n2C)cc1	0.7	-9	-1	7	-1	7	4	4	-4
43	COc1cccc(/C=C2\Sc3ccc(C(=O)NCc4cccnc4)cc3N(C)C2=O)c1	-1.6	24	-6	12	14	16	8	0	-2
44	CC1CCN(CCC(=O)Nc2ccc(Br)cc2)CC1	0.6	15	11	22	0	14	-1	-4	-6
45	CC(Sc1nnc(-c2ccccc2F)n1C)C(=O)NC1CCCCC1 (stereo not given)	-1.5	19	-3	-11	-14	2	5	-3	-6
46	O=S(=O)(c1ccc(OCc2nc3ccccc3s2)c(Cl)c1)N1CCOCC1	5.0	8	22	-52	1	31	-1	3	-4
47	Cn1ccnc1Sc1cc(NCCCO)c([N+](=O)[O-])c2nonc12	-1.9	-7	38	26	-17	23	40	-7	-3
48	CN(CCNC(=O)CN1CCN(Cc2ccccc2Cl)C1=O)Cc1ccccc1	-0.5	7	11	-1	9	26	4	2	-3
49	COc1ccc(CNCc2cc3c(cc2[N+](=O)[O-])OCO3)cc1	-0.7	-55	-30	21	-5	-13	-1	3	0
50	CCOc1ccc(N(CC)C(=O)c2cn(CC)c(=O)c3cc(OC)c(OC)cc23)cc1	2.6	1	9	-2	5	4	0	-1	-1
51	COc1cccc(/C=C2/NC(=O)NC2=O)c1OCC(=O)Nc1ccccc1	0.1	-8	-19	6	-4	10	-2	2	-2
52	CN(C)CCOC1c2ccccc2-c2ccccc21	-1.6	7	17	-9	0	-8	-7	-4	-3
53	CC(C)(C)c1cc(C(=O)NCc2cc(F)cc3c2OCOC3)n(Cc2ccccc2)n1	7.0	28	7	12	-13	0	-2	-2	7
54	Cc1ccc(-n2nc3c(c2NC(=O)C(C)(C)C)CS(=O)(=O)C3)cc1	-0.9	11	16	11	1	-4	-3	-3	-6
55	COc1ccc(NC(=O)c2ccccn2)cc1	-4.7	8	9	29	0	7	6	-12	-3

Results in CXCR6 block, for three of the compounds above:
No.	SMILES	CXCR6 block
44	CC1CCN(CCC(=O)Nc2ccc(Br)cc2)CC1	-1
47	Cn1ccnc1Sc1cc(NCCCO)c([N+](=O)[O-])c2nonc12	40
34	Cc1cc(NCCO)nc(N2CCOCC2)n1	-1
